Tau fibril FP: blocks human tau fibril formation measured by polarization. P10636. K18 P301L tau heparin fibrillization, Alexa594 FP, 6 h. Potency, µM (doses to about 57.7 µM), without a hit: at the top dose activity, negative = inhibition, most hits filed as inhibitors. 280,000 tested, 0.39% active; note: nearly all actives have a fitted effect of over 55% in size
Target sequence (P10636 561-689 P618L limits assumed): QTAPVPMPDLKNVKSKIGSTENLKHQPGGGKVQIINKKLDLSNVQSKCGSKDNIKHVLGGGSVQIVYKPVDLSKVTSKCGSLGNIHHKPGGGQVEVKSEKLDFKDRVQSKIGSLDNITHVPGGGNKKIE
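Recombinant K18 P301L […], labeled with Alexa 594 at 0.24 uM over 15 uM unlabeled; heparin inducer 20 uM final; 37 C, 6 hr; FP endpoint.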
RECQ1 helicase: RECQ1 (human) helicase inhibition; 240,000 tested, 0.54% active; RECQ1 DNA unwinding, red fluorescence kinetic read; Potency, µM (top dose mostly 57.3 µM), for the others: at the highest dose activity, negative = inhibition, most hits filed as inhibitors; AID 2549;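 note: plate controls were vehicle for no effect and no enzyme for full effect; nearly all actives have a fitted effect of over 30% in size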
Target sequence (P46063 whole entry, looked up): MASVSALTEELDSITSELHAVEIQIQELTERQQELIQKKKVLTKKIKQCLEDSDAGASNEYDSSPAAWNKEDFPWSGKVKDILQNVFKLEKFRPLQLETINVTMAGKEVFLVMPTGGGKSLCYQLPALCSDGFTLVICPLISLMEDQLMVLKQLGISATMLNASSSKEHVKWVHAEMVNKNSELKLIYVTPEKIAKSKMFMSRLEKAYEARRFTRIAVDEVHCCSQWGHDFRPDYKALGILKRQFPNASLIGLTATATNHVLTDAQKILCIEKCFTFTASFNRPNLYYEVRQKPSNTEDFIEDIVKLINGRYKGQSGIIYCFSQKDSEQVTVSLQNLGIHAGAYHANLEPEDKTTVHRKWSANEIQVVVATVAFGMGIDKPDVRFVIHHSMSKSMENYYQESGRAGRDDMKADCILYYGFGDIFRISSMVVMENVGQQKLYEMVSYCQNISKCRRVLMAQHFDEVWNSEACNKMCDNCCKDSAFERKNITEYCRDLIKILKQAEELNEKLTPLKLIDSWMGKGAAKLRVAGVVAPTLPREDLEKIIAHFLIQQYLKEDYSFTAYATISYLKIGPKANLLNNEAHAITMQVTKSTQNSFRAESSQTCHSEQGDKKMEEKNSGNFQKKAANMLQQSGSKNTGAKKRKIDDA
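50 nM RECQ1T1 preincubated 15 min with compound in Tris pH 8.0 buffer with MgCl2, DTT, Tween-20 and 2.5 ug/ml poly(dI-dC); started with 200 nM TAMRA/BHQ-2 forked duplex and 2 mM ATP. Unwinding read as fluorescence (525/598 nm), two reads 2 h apart.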
L3MBTL1 block: blocks human L3MBTL1. Q9Y468. AlphaScreen L3MBTL1–H3K9me1 peptide binding. Potency, µM (titrated, usually from 57.1 µM), without a hit: top-dose activity, negative = inhibition, most hits filed as inhibitors. 230,000 tested, 0.66% active; note: nearly all actives have a fitted effect of over 60% in size
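AlphaScreen assay: L3MBTL1 (50 nM final) was preincubated 30 min at room temperature with biotinylated H3(1-15)K9me1 peptide (75 nM final), then 30 min with library compounds; streptavidin donor and nickel chelate acceptor beads (10 ug/mL final) added, 30 min dark.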
JMJD2E inh: blocks human JMJD2E demethylase activity. B2RXH2. JMJD2E catalytic domain, FDH-coupled NADH fluorescence (FDH is formaldehyde dehydrogenase). Potency, µM (doses to about 57.1 µM), inactives show top-dose activity change, negative = inhibition, most hits filed as inhibitors. 230,000 tested, 1.6% active; active = well fitted inhibition curve with a large enough effect, not every such curve was filed as active; inconclusive = small, poorly fitted or top-dose-only effect, or another doubt; inactive = no such curve, though single readings can be large or run the other way;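 note: 0% = wells with enzyme and -100% = buffer wells without enzyme; nearly all actives have a fitted effect of over 50% in size; many of its hits are not listed in these tables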
TRb-SRC2 inh: disrupts binding of human TR beta to SRC2. AID 1469. P10828. Potency, µM (titrated, usually from 106 µM), for inactives: at the highest dose activity change, negative = inhibition, hits mostly inhibitors. TRbeta-SRC2 peptide binding, fluorescence polarization; receptor liganded with 1 µM T3. 280,000 tested, 0.065% active;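 note: plate controls were bound peptide for no effect and peptide without receptor for full effect; nearly all actives have a fitted effect of over 50% in size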
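Decrease in fluorescence polarization of 20 nM Texas Red SRC2 coactivator peptide flagged inhibition of its binding to 0.6 uM TRb LBD; 1 uM T3 included, incubation 5 hr, ex 555/em 632 nm.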
Tau ThT inhib: tau fibrillization inhibition (ThT binding); recombinant tau K18 P301L (four-repeat tau fragment), heparin-induced fibrillization, ThT fluorescence; Potency, µM (highest dose often 57.4 µM), for the others: at the highest dose activity, negative = inhibition, most hits filed as inhibitors; 270,000 tested, 2.1% active; AID 1460; note: nearly all actives have a fitted effect of over 55% in size
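In this qHTS, human K18 P301L tau is incubated with compound and heparin for 6 hr at 37 C, and Thioflavin T fluorescence then reports fibril load.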
TR SRC2 fluor cs: counter-screen for TRb-SRC2 inhibitors: fluorescence interference; Potency, µM (titrated, usually from 106 µM), for the others: top-dose fluorescence change, negative = quenching; 280,000 tested, 0.29% active; TRb/SRC2 Texas Red total fluorescence interference; AID 1479; active = well fitted curve in either direction with a large enough effect; inconclusive = small, poorly fitted or top-dose-only effect
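Flags fluorescent or light-absorbing compounds by total fluorescence, S + 2P, at 555 nm excitation and 632 nm emission. Mixture: 20 nM Texas Red SRC2 peptide, 0.6 uM human TRb LBD, 1 uM T3, 5% DMSO; compound exposure 5 h at ambient temperature.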
RGS12 GoLoco inh: RGS12 GoLoco-Gai1 interaction inhibition; Gai1:RGS12 GoLoco peptide FP, rhodamine, 10 min; Potency, µM (doses to about 61.6 µM), for inactives: at the highest dose activity, negative = inhibition, most hits filed as inhibitors; AID 880; 230,000 tested, 0.44% active; active = well fitted inhibition curve with a large enough effect, not every such curve was filed as active; inactive = no such curve, though single readings can be large or run the other way; note: nearly all actives have a fitted effect of over 30% in size; many of its hits are not listed in these tables
Numbers without * were called inactive; i = inactive; ? = inconclusive; nt = no result given; & = joins results of further samples; [ ] = dose if it differs, or a comment. Unless noted, calls come from the whole dose curve; as a rule, active = well fitted curve in the direction sought with a large enough effect; inconclusive = small, poorly fitted or top-dose-only effect, or another doubt; inactive = no such curve, though single readings can be large; an effect the other way counts as inactive or inconclusive. Unless noted, % is set by controls: 0 for no effect and ±100 for the full control effect; potency is the fitted concentration of half-maximal effect. A portion of the library. The share of hits here may be higher or lower than overall.

SMILES	Tau fibril FP	RECQ1 helicase	L3MBTL1 block	JMJD2E inh	TRb-SRC2 inh	Tau ThT inhib	TR SRC2 fluor cs	RGS12 GoLoco inh
Cc1cc(=O)[nH]c(SCC(=O)Nc2cccc(C(F)(F)F)c2)n1	5%	-6%	nt	7%	-13%	-1%	-1%	8%
C=CCOc1ccc(/C=N/NC(=O)CN2CCOCC2)cc1OCC	-1%	i	12%	?	4%	-1%	-1%	9%
Cc1cc(C)nc(/N=C(\N)Nc2cccc(OCc3ccccc3)c2)n1	1%	-2%	-19%	1%	2%	-12%	-1%	2%
O=C(Cn1c(NCCO)nc2ccccc21)NCCc1ccc(F)cc1	3%	i	41%[activator]	3%	-13%	11%	0%	-25%
Cc1ccc(S(=O)(=O)NC(=O)NCc2ccccn2)cc1	3%	i	-5%	-1%	4%	0%	-1%	8%
O=C(N/N=C/c1cn[nH]c1-c1ccc(Cl)cc1)c1ccc([N+](=O)[O-])cc1	10%	17%	?	11%	8%	?	-2%	9%
FC(F)(F)c1cccnc1Oc1ccc(C2=NCCS2)cc1	-1%	-4%	7%	-15%	-5%	?	-2%	3%
Cc1nn(-c2ccccc2)c2nc3c(cc12)C(=O)CCC3	-16%	i	14%	?	5%	-4%	-1%	1%
CC(C)N(C(=S)Nc1cccc(S(=O)(=O)N(C)C)c1)c1ccccc1	?	-6%	7%	0%	-2%	-3%	3%	2%
CC(C(=O)O)n1ncc2ccccc2c1=O (stereo unspecified)	3%	-14%	nt	-5%	4%	nt	1%	-6%
COc1ccc(OCc2nnnn2-c2ccccc2)cc1	-12%	-8%	9%	-5%	0%	-17%	0%	-3%
CCn1ncc([C@@H]2C[C@H]3CN(Cc4cccc(Cl)c4)C(=O)[C@]34CCCN24)c1C	4%	-8%	5%	-6%	-2%	-6%	0%	7%
Cc1ccc(NC(=O)C2CC(=O)Nc3nc4ccccc4n32)c(C)c1 (stereo unspecified)	-9%	18%	nt	11%	-1%	-4%	-1%	1%
Cc1ccccc1NC(=O)C(=O)NCCc1c[nH]c2ccccc12	14%	-6%	nt	5%	8%	-15%	-4%	2%
CCOC(=O)c1c(C)oc2c1c(CN1CCN(C(=O)OCC)CC1)c(O)c1ccccc12	?	-11%	-15%	25µM*	-6%	?	-2%	-6%
C/C(=N/NC(=O)CNC(=O)Cc1ccc(Cl)cc1)c1ccco1	-2%	-13%	2%	7%	2%	-4%	-4%	9%
COC(=O)C1=C(C)N(C2CCCC2)C(=O)C1(NC(C)=O)C(F)(F)F (stereo unspecified)	0%	-8%	-4%[11.4 µM]	2%	3%	10%	-3%	9%
Cc1ccc(S(=O)(=O)N2CCN(Cc3nc4sc(C)c(C)c4c(=O)[nH]3)CC2)cc1	3%	-1%	nt	6%	7%	7%	0%	-5%
O=C1CCCC2=C1C(c1ccccc1O)C1=C(CCCC1=O)O2	-8%	-8%	-8%	-7%	-20%	-8%	1%	-4%
COc1ccc(CN2C(=O)c3ccccc3C2C(=O)NCCc2ccccc2)c(OC)c1 (stereo unspecified)	-5%&-3%	-6%	nt	8%	9%&8%	-7%&-5%	-1%&4%	-5%

Two entries drawn at random from those above, as already listed:
SMILES	Tau fibril FP	RECQ1 helicase	L3MBTL1 block	JMJD2E inh	TRb-SRC2 inh	Tau ThT inhib	TR SRC2 fluor cs	RGS12 GoLoco inh
O=C(Cn1c(NCCO)nc2ccccc21)NCCc1ccc(F)cc1	3%	i	41%[activator]	3%	-13%	11%	0%	-25%
O=C1CCCC2=C1C(c1ccccc1O)C1=C(CCCC1=O)O2	-8%	-8%	-8%	-7%	-20%	-8%	1%	-4%

Additional compounds follow.
SMILES	Tau fibril FP	RECQ1 helicase	L3MBTL1 block	JMJD2E inh	TRb-SRC2 inh	Tau ThT inhib	TR SRC2 fluor cs	RGS12 GoLoco inh
Cc1ccc(NC(=O)C(OC(=O)c2cc(C)oc2C)c2ccccc2)cc1 (stereo unspecified)	-7%	-17%	4%	2%	0%	-1%	-3%	nt
CCN(CC)S(=O)(=O)c1cccc(NC(=O)COC(=O)c2cc(C)oc2C)c1	-12%	-8%	nt	3%	6%	-8%	-6%	-5%
O=C(Cn1c(NCCO)nc2ccccc21)c1ccco1	-4%	-4%	3%	-1%	3%	-14%	-2%	-6%
Cc1ccccc1NC(=O)N1CCC(C(=O)c2ccc(F)cc2)CC1	-1%	-2%	nt	4%	4%	-11%	-1%	-2%
Cc1c(Cl)cccc1NC(=O)CCS(=O)(=O)c1ccc2c(c1)CC(C)N2C(=O)C1CC1 (stereo unspecified)	3%	nt	nt	nt	-6%	3%	0%	nt
Cc1ccc(C)c(NC(=S)NC2CC3CCCC(C2)N3CC(C)C)c1 (stereo unspecified)	2%	-1%	10%	0%	-1%	-6%	-1%	-1%
COc1ccc(OC)c(NC(=O)CSC2=Nc3ccccc3C3=NC(CC(=O)NCc4ccco4)C(=O)N23)c1 (stereo unspecified)	-1%	nt	nt	nt	-3%	-17%	-24%	nt
Fc1ccc(Oc2nc(-c3ccccn3)nc3ccccc23)cc1	-11%	-8%	-10%	-6%	1%	-16%	-6%	7%
CC(C)CCNC(=O)CCCn1c(=O)[nH]c2ccc(Br)cc2c1=O	-10%	i	-7%	2%	-3%	-14%	1%	7%
CC(C)n1c(-c2ccc(N(C)C)cc2)nc2ccccc21	-4%	i	-19%	?	-12%	?	-3%	7%
c1ccc(CSc2nnc(-c3ccco3)o2)cc1	0%	0%	6%	2%	-9%	3%	0%	2%
CCOc1cc2c(cc1C(C)(C)C)NC(=O)CS2	6%	-5%	nt	-1%	-13%	-6%	-1%	-7%
O=C(O/N=C\c1ccc(N2CCOCC2)c([N+](=O)[O-])c1)c1ccccc1Cl	12%	-4%	?	-9%	1%	13µM*	-3%	-4%
CCS(=O)(=O)N1CCC(C(=O)NCCCN2CCC(Cc3ccccc3)CC2)CC1	-7%	i	3%	2%	-5%	?	-5%	nt
O=C(Nc1cccc(C(=O)OCc2cc(=O)n3nc(C4CC4)sc3n2)c1)c1ccccc1	-1%	nt	nt	nt	8%	?	-1%	nt
O=C1NC(=O)/C(=C\c2ccccc2OCc2ccccc2)S1	-4%	i	-20%	5%	0%	-10%	-2%	12%
Cc1nc(-c2ccccc2)sc1C(=O)CSc1ccc(F)cc1	3%	-2%	67%[activator]	2%	-2%	-24%	-9%	-3%
Cc1cccc(N=C/C(C(=O)C(F)(F)F)=C(\O)c2ccco2)c1	3%	-1%	11%	-7%	10%	1%	1%	2%
Cc1noc(C)c1-c1cncnc1NC1CC1	-5%	-13%	nt	-2%	6%	-8%	-3%	-6%
Fc1ccc(-c2cnc(-c3cccs3)o2)cc1	0%	i	21%	?	3%	-12%	-1%	12%
Cc1ccc(-n2c(SCC(N)=O)nc3c(c2=O)C2(CCCC2)Cc2ccccc2-3)cc1	-1%	-3%	-6%	1%	-2%	?	6%	0%
Cc1c(NC(=O)Nc2ccc(F)c(Cl)c2)c(=O)n(-c2ccccc2)n1C	0%	nt	nt	nt	2%	-1%	0%	nt
Cc1cc(C(=O)COC(=O)CCCN2C(=O)c3ccccc3C2=O)c(C)n1C	-3%	-5%	-10%	-4%	3%	-10%	-3%	8%
CCCNC(=O)NS(=O)(=O)c1cnccc1Sc1ccc(Cl)cc1	3%	-2%	-1%	11%	-5%	-4%	1%	2%
CC(Oc1ccccc1)c1nnc(N)s1 (stereo unspecified)	-3%[2.34 µM]	-9%	-9%	2%	-6%	-2%	9%	16%
Cc1c(-n2cc(C(=O)O)c(=O)c3cc(F)c(N4CCCC4)c(F)c32)c(=O)n(-c2ccccc2)n1C	-9%	i	-9%	0%	-1%	-4%	-1%	-13%
COc1ccc(C2c3c(n(C)c4ccccc34)C(=O)N2CC(=O)Nc2ccc(C)cc2Cl)cc1 (stereo unspecified)	-5%	nt	nt	nt	-7%	-12%	1%	nt
CCc1ccccc1NC(=O)c1cnn2c(C(F)(F)F)cc(-c3ccc(OC)c(OC)c3)nc12	-11%	nt	nt	nt	2%	3%	?	nt
COc1ccc(-c2ccccc2[C@H]2[C@@H]3C=CC[C@@H](C)[C@@H]3C(=O)N2Cc2ccccc2)cc1	3%[81.3 µM]	i	1%	nt	-4%	?	-47%	4%
O=C(Nc1ccc(F)cc1)C(c1ccccc1)N1CCN(S(=O)(=O)c2c(F)cccc2F)CC1 (stereo unspecified)	-16%	-1%	-4%	3%	3%[53 µM]	8%	0%[53 µM]	-2%
COc1ccc(OCC(=O)O/N=C(\N)Cc2cccs2)cc1	10%	-5%	34%[activator]	0%	9%	-17%	-1%	-3%

Structural class, the entries above containing an aryl methoxy group.
SMILES	Tau fibril FP	RECQ1 helicase	L3MBTL1 block	JMJD2E inh	TRb-SRC2 inh	Tau ThT inhib	TR SRC2 fluor cs	RGS12 GoLoco inh
COc1ccc(OCc2nnnn2-c2ccccc2)cc1	-12%	-8%	9%	-5%	0%	-17%	0%	-3%
COc1ccc(CN2C(=O)c3ccccc3C2C(=O)NCCc2ccccc2)c(OC)c1 (stereo unspecified)	-5%&-3%	-6%	nt	8%	9%&8%	-7%&-5%	-1%&4%	-5%
COc1ccc(OC)c(NC(=O)CSC2=Nc3ccccc3C3=NC(CC(=O)NCc4ccco4)C(=O)N23)c1 (stereo unspecified)	-1%	nt	nt	nt	-3%	-17%	-24%	nt
COc1ccc(C2c3c(n(C)c4ccccc34)C(=O)N2CC(=O)Nc2ccc(C)cc2Cl)cc1 (stereo unspecified)	-5%	nt	nt	nt	-7%	-12%	1%	nt
CCc1ccccc1NC(=O)c1cnn2c(C(F)(F)F)cc(-c3ccc(OC)c(OC)c3)nc12	-11%	nt	nt	nt	2%	3%	?	nt
COc1ccc(-c2ccccc2[C@H]2[C@@H]3C=CC[C@@H](C)[C@@H]3C(=O)N2Cc2ccccc2)cc1	3%[81.3 µM]	i	1%	nt	-4%	?	-47%	4%
COc1ccc(OCC(=O)O/N=C(\N)Cc2cccs2)cc1	10%	-5%	34%[activator]	0%	9%	-17%	-1%	-3%

Source: PubChem BioAssay (National Center for Advancing Translational Sciences (NCATS))
